NadD block: inhibitors of Staphylococcus aureus NadD | purified NadD enzyme, colorimetric absorbance read-out | inhibition, % at 20 µM | 360,000 tested, 0.78% active; in the data active means inhibition above about 26%; further: some compounds past the cut are filed as inactive
SUMO1 PPI mod: SUMO1-SIM interaction modulation. inhibition, % at 20 µM. SUMO1 binding to a labelled peptide, TR-FRET, 1 h. 360,000 tested, 0.33% active. P63165; in the data active means inhibition above about 37%
Target sequence (P63165 whole entry, looked up): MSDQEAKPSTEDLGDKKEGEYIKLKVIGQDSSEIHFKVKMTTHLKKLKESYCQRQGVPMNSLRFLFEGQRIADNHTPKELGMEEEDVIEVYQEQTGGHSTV
CendR NRP1 mod: NRP-1/CendR interaction modulation. O14786. FAM-RPARPAR peptide binding to NRP-1, fluorescence polarization. inhibition, % at 25 µM. 360,000 tested, 0.85% active. AID 602438;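 active means inhibition or corrected inhibition above about 18%, plus a signal ratio from 0.5 to 1.5, limit read from the data, passing the limit was not always enough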; further: strong numbers were not always called active
STEP block: blocks human striatal-enriched tyrosine phosphatase | 360,000 tested, 0.25% active | recombinant STEP, OMFP fluorogenic substrate, fluorescence | P54829 | inhibition, % at 20 µM;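 active means inhibition at 20 µM, scaled per plate between control wells, above about 37%, limit read from the data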;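 further: 0% = DMSO with enzyme and substrate and 100% = substrate only without enzyme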
Target sequence (P54829 whole entry, looked up): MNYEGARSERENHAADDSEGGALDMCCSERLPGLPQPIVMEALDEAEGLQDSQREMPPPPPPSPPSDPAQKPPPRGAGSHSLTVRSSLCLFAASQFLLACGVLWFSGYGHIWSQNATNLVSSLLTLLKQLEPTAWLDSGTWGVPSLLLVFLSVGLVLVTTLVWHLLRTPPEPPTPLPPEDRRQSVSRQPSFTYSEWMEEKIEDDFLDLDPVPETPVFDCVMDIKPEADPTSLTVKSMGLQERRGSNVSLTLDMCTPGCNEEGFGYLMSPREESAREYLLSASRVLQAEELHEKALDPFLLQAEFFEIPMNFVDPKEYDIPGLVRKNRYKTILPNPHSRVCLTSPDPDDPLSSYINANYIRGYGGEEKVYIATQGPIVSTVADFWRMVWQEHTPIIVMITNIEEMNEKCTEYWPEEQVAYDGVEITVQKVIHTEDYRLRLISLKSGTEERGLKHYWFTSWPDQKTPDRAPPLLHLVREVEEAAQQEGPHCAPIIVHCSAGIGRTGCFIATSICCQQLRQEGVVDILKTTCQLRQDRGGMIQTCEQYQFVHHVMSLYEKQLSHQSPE
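System: STEP (striatal-enriched tyrosine phosphatase) enzyme, cell-free; medium: Bis-Tris pH 6.0 buffer with DTT, detergent; dosing: 20 µM, 1% DMSO; times: reaction 20 min, ambient temperature; detection: fluorescence, 480/540 nm; read-out basis: normalized % inhibition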
DNMT1 block: DNMT1 (human) enzyme inhibition; P26358; DNMT1 molecular beacon, Hinp1I cleavage, fluorescence; inhibition (reported as % activation of signal), % at 10 µM; 360,000 tested, 0.83% active; in the data active means inhibition above about 50%
LMPTP inh: blocks human LMPTP phosphatase; recombinant LMPTP-A, OMFP fluorogenic substrate, fluorescence intensity; inhibition, % at 20 µM; 360,000 tested, 0.22% active; AID 651560;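 active means compounds that cut the enzyme signal by at least half of the control window in the single-dose screen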;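 further: plate controls were DMSO wells with enzyme plus substrate for no effect and substrate without enzyme for full effect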
Target sequence (P24666 whole entry, looked up): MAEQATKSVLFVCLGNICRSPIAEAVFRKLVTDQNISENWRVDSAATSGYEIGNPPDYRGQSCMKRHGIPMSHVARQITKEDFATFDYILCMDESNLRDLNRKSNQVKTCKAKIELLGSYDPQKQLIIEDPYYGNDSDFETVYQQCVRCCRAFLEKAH
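material = LMPTP-A | quantity = 0.625 nM enzyme | reagent = OMFP substrate, 400 µM final | buffer or medium = Bis-Tris pH 6.0, DTT, detergent | detection = endpoint fluorescence intensity from OMFP dephosphorylation | dosing = single 20 µM dose | read-out basis = % inhibition relative to no-enzyme and uninhibited control wells | control set = no-enzyme and uninhibited controls | timing = 50 min at room temperature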
Scp1 inh: Scp-1 (human) phosphatase inhibition. Recombinant Scp1, phosphopeptide, malachite green phosphate absorbance. inhibition, % at 20 µM. Q9GZU7. 340,000 tested, 0.88% active;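 active means inhibition above about 50% at 20 µM, limit read from the data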;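 further: plate controls were DMSO wells with enzyme for no effect and wells lacking enzyme for full effect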
Target sequence (Q9GZU7 76-261 limits assumed): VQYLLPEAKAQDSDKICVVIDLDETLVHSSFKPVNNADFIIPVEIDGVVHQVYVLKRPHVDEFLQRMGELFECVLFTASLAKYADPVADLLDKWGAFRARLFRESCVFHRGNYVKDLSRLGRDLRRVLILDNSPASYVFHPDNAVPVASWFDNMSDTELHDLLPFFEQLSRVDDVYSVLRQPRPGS
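Test system – truncated SCP-1 phosphatase (76-261aa) · Reagent – Phosphorylated 17-residue peptide substrate · Incubation – 45 min room-temperature reaction, 5 min colour, 30 min stabiliser · Detection – colorimetric phosphate reagent with accelerator and stabiliser, absorbance at 630 nm · Measure – % inhibition at 20 µM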
Neddylation inh: blocks human cullin neddylation; 360,000 tested, 0.58% active; TR-FRET cullin neddylation, biochemical; P61081+Q13564; calls only at 25 µM; in the data active means inhibition above about 36%
Tb MetRS inh: Trypanosoma brucei MetRS inhibition | inhibition, % at 11.9 µM | AID 624268 | 360,000 tested, 0.4% active | purified T. brucei MetRS, ATP depletion, Kinase-Glo luminescence;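 active means inhibition above a per-plate cutoff of the control wells' mean inhibition plus 3 SD, cut at about 5.5% in these data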;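 further: 0% = DMSO wells median and 100% = median of wells with control inhibitor compound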
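System: purified T. brucei MetRS enzyme / Detection: Kinase-Glo luciferase luminescence reporting remaining unconsumed ATP / Medium: HEPES buffer with MgCl2, KCl, DTT, spermine, BSA, pyrophosphatase / Replication: singlicate, one well per compound / Evaluation: percent inhibition relative to median high and low control wells / Schedule: 2 h aminoacylation at 25 °C after 15 min preincubation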
SKN-1 block: inhibitors of C. elegans SKN-1. 360,000 tested, 0.49% active. inhibition, % at 21.8 µM. C. elegans VP596 Pgst-4::GFP/RFP ratio, acrylamide-induced, 24 h;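 active means interference check ratio from 0.5 to 1.5 plus GFP to RFP signal ratio inhibition reaching or exceeding a fixed threshold, cut at about 30% in these data, passing the limit was not always enough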; further: some compounds called inactive have numbers as strong as hits
The depositor's hits bear a star; i = inactive; . = not tested or not shown.

SMILES | NadD block | SUMO1 PPI mod | CendR NRP1 mod | STEP block | DNMT1 block | LMPTP inh | Scp1 inh | Neddylation inh | Tb MetRS inh | SKN-1 block
Cc1ccccc1-n1ncc(C(C)NS(=O)(=O)c2ccccc2Cl)c1C (centres undefined) | 2.3 | -1.7 | 6.2 | -2.6 | 0.1 | -0.3 | -4.5 | i | -0.2 | -7.5
CCOCCCNC(=O)C(c1ccccc1)N(Cc1cccs1)C(=O)c1ccccc1O (centres undefined) | -5.0 | -2.9 | 9.2 | -0.6 | 7.1 | -0.5 | 4.8 | i | -0.8 | 11.6
COc1cnc(-c2ccccn2)nc1Oc1cccc(C(F)(F)F)c1 | 2.9 | -4.4 | -4.4 | 2.8 | -0.3 | 1.3 | . | i | -0.5 | 11.5
CC(C)(C)C(=O)Nc1cccc(C(=O)c2cccc(NC(=O)C(C)(C)C)c2)c1 | -1.9 | -0.6 | 2.1 | -0.8 | -0.7 | 1.5 | -9.3 | i | -0.7 | 25.1
CCOC(=O)C(=O)N(C)c1c(CC)nc2c(OCc3ccccc3)cccn12 | -2.1 | -0.2 | 0.0 | 0.2 | -0.8 | -1.8 | . | i | -0.2 | 7.9
Cc1cc(C)cc(N2C(=O)CC(N3CCOCC3)C2=O)c1 (centres undefined) | -5.2 | 0.6 | 10.7 | -0.2 | 2.0 | -0.5 | -1.3 | i | -1.0 | 11.5
CCC(C)(C(=O)NC1CCCC1)N(Cc1ccco1)C(=O)c1ccccn1 (centres undefined) | -2.0 | 0.9 | -7.5 | -0.8 | 1.7 | -1.1 | -10.3 | i | -0.2 | 9.7
S=C(NCc1ccco1)N/N=C/c1cccnc1 | -5.7 | -6.9 | 1.1 | -2.7 | 4.8 | 1.1 | -7.9 | i | -0.5 | 0.6
Cc1csc2nc(COC(=O)c3cccc(N(C)C)c3)cc(=O)n12 | 1.1 | 3.4 | -1.6 | -2.7 | 2.2 | 1.6 | 2.6 | i | 0.1 | -10.3
CC1(C)SC2C(NC(=O)C3(N)CCCCC3)C(=O)N2C1C(=O)O (centres undefined) | 1.8 | 1.4 | 4.0 | -4.4 | 5.3 | -3.5 | 3.3 | i | -0.6 | 12.0
Cc1onc(-c2ccccc2Cl)c1C(=O)Nc1cccc2cccnc12 | 3.4 | 6.3 | 3.1 | 0.9 | -9.5 | 5.3 | -1.9 | i | -0.9 | 19.4
COc1ccc(S(=O)(=O)N2CCC[C@H]2C(=O)NCc2ccc(Cl)cc2)cc1 | -3.2 | 5.1 | 5.9 | 1.5 | -0.7 | 0.2 | 0.9 | i | -0.4 | 2.4
CCc1ccccc1Nc1nc(N)nc(COC(=O)CCNS(=O)(=O)c2ccccc2)n1 | -5.7 | 0.7 | -17.9 | -1.8 | -5.8 | 0.5 | -0.8 | i | -0.4 | 8.1
NC(=NCCc1ccccc1)NC(=O)c1cc(Cl)ccc1O | -7.5 | 6.7 | 1.6 | 1.8 | -0.9 | -0.7 | -24.0 | . | 0.2 | 8.2
CCOc1cc(C(N)=O)cc(Cl)c1OCC | 5.6 | -0.8 | -1.4 | -1.6 | -2.2 | 1.7 | -8.1 | i | 0.1 | -0.4
COc1ccc(S(=O)(=O)N2CCCC2)cc1NC(=O)c1ccccc1F | -1.6 | 2.6 | 8.5 | -3.3 | 2.1 | -0.2 | -7.2 | i | 0.0 | 1.7
CC(C)CCC(O)(c1ccccc1)C(CN1CCOCC1)c1ccccc1 (centres undefined) | -4.6 | 1.8 | -2.8 | -1.2 | 6.7 | 0.1 | -6.0 | i | -1.0 | -2.2
CS(=O)(=O)c1ccccc1-c1nc(-c2cccc(Cl)c2)no1 | -7.9 | -2.4 | -5.0 | 2.4 | 1.9 | 1.0 | -2.9 | i | -0.9 | 15.6
COC(=O)C(NC(=O)CCc1nnc2ccc(N3CCC(C)CC3)nn12)C(C)C (centres undefined) | -6.3 | -5.5 | 9.7 | 0.5 | 2.3 | -0.3 | -7.3 | i | 0.4 | 5.3
CCCNC(=O)C1(C)CCCN(CC(=O)c2ccccc2OC)C1 (centres undefined) | 5.6 | -5.3 | -6.2 | -3.7 | 5.2 | -3.1 | . | i | -0.3 | 2.6
CN(C(=O)COC(=O)c1cccs1)c1c(N)n(Cc2ccccc2)c(=O)[nH]c1=O | -2.4 | 0.9 | 1.1 | -2.1 | 0.9 | -0.8 | -6.8 | i | -0.2 | -9.2
COc1ccc(NC(=O)Cc2nnc(SCC(=O)NC3CCCCC3C)n2C)cc1 (centres undefined) | -19.3 | 5.0 | 6.3 | -0.3 | 0.6 | 0.1 | -3.6 | i | -0.1 | 6.2
O=C(CN1C(=O)COc2ccc(S(=O)(=O)N3CCOCC3)cc21)NCc1ccco1 | -0.2 | -3.1 | -2.6 | -1.2 | 0.8 | 0.7 | 1.3 | i | -0.7 | 6.4
COc1ccc(CN2CCOCC2)cc1 | -6.9 | 2.6 | -6.5 | 3.0 | -0.5 | -1.1 | 1.0 | i | -0.9 | 5.3
COc1ccccc1N1CCN(S(=O)(=O)CCNC(=O)c2cccc(F)c2)CC1 | -8.4 | 7.4 | -1.7 | -1.8 | 0.8 | 0.5 | 3.9 | i | -0.7 | -17.9

The final 3 records of the part above open the next one.
SMILES | NadD block | SUMO1 PPI mod | CendR NRP1 mod | STEP block | DNMT1 block | LMPTP inh | Scp1 inh | Neddylation inh | Tb MetRS inh | SKN-1 block
O=C(CN1C(=O)COc2ccc(S(=O)(=O)N3CCOCC3)cc21)NCc1ccco1 | -0.2 | -3.1 | -2.6 | -1.2 | 0.8 | 0.7 | 1.3 | i | -0.7 | 6.4
COc1ccc(CN2CCOCC2)cc1 | -6.9 | 2.6 | -6.5 | 3.0 | -0.5 | -1.1 | 1.0 | i | -0.9 | 5.3
COc1ccccc1N1CCN(S(=O)(=O)CCNC(=O)c2cccc(F)c2)CC1 | -8.4 | 7.4 | -1.7 | -1.8 | 0.8 | 0.5 | 3.9 | i | -0.7 | -17.9
CC(=O)Nc1nc(-c2ccccc2)ns1 | -1.5 | -6.1 | -2.6 | -0.4 | 3.5 | -0.7 | 2.3 | i | -1.0 | -17.4
CC(C)(CNc1ccc(S(=O)(=O)C(F)(F)F)cc1[N+](=O)[O-])N1CCOCC1 | -2.6 | -29.6 | -4.3 | -2.5 | 2.9 | 1.3 | 2.4 | i | -0.7 | 0.2
O=C(N/N=C/c1ccccc1F)NC12CC3CC(CC(C3)C1)C2 | -4.7 | 0.8 | -5.8 | -1.9 | 0.6 | 2.0 | -4.5 | i | -0.8 | 9.0
COc1ccccc1CNc1nc(=S)[nH]c2cc(OC)c(OC)cc12 | -3.3 | 12.6 | 4.1 | -2.3 | -0.2 | 2.4 | -0.5 | i | -0.2 | -1.7
O=C(c1ccccc1Oc1nnnn1-c1ccccc1)N1CCOCC1 | 5.4 | -2.4 | -1.5 | -3.0 | 2.6 | -1.5 | 3.2 | i | -0.5 | -17.9
COc1cc2c(cc1NC(=O)CSc1nccn1C)oc1ccccc12 | 1.2 | 1.4 | -7.0 | 4.7 | -4.1 | 0.9 | -1.3 | i | -0.5 | 6.3
O=C1c2ccccc2C(=O)N1CCOc1ccccc1Cl | -7.5 | -6.2 | 0.7 | 0.2 | 0.0 | 0.7 | -1.3 | i | -1.0 | -13.1
CC(CN1CCC(n2nccc2NC(=O)c2ccccc2Cl)CC1)c1ccccc1 (centres undefined) | -0.5 | 0.9 | 7.0 | -3.5 | 1.2 | 0.0 | -2.4 | i | -0.2 | 21.7
CC1Cc2nc(SCC(=O)Nc3ccc4c(c3)OCO4)n(CCc3ccccc3)c(=O)c2S1 (centres undefined) | 1.9 | 3.0 | -15.3 | 4.4 | -7.4 | 1.6 | -11.2 | i | 0.1 | -12.2
Cc1ccc(C)c(C2NC(=O)c3ccccc3N2)c1 (centres undefined) | -3.4 | -2.7 | 16.8 | 2.6 | -8.0 | 5.5 | -4.5 | . | -1.3 | 14.2
CC(C)CCC1(CCO)C(=O)N=C(N)NC1=O (centres undefined) | 1.2 | -1.5 | 8.1 | 3.2 | 2.1 | -1.3 | -15.3 | i | -0.1 | -11.1
CC(C)(C)NCCC(O)c1cc(C(F)(F)F)nc2c(C(F)(F)F)cccc12 (centres undefined) | -47.3 | 1.5 | -8.6 | 1.2 | 3.3 | -2.7 | -77.1 | i | -0.4 | 23.4
O=C(COC(=O)C1CCN(S(=O)(=O)c2cccs2)CC1)c1cc2ccccc2o1 | -4.2 | -10.8 | -6.4 | 0.1 | -1.0 | 1.9 | -10.0 | i | -0.7 | 8.9
Cc1nn(CCOc2ccccc2)c(=O)n1-c1cccc(F)c1 | -2.1 | 0.4 | 15.4 | -5.4 | 0.0 | -2.0 | -7.0 | i | -0.3 | 5.5
COC(=O)C1CCN(C(=O)COc2ccc(N(C)S(=O)(=O)c3ccc(C)cc3)cc2)CC1 | -2.6 | 1.3 | 0.6 | -0.3 | 3.2 | -0.3 | -0.1 | i | -0.1 | -4.3
COc1ccc(S(=O)(=O)N2CCN(C(=O)c3cc(-c4ccccc4OC)n[nH]3)CC2)cc1 | 7.1 | 6.4 | 12.5 | -0.6 | -0.1 | 0.4 | -4.1 | i | 0.7 | 14.2
Cn1cc(C[C@H](NC(=O)OC(C)(C)C)C(=O)N[C@H](CO)Cc2ccccc2)c2ccccc21 | -5.8 | 5.0 | 7.1 | -3.4 | 1.9 | 0.1 | -5.8 | i | -0.2 | 6.4
OCCNc1ncnc2c1nnn2Cc1ccccc1 | -3.9 | 1.9 | -4.0 | -1.4 | -3.2 | -2.3 | -2.2 | i | -1.2 | 0.0
Cc1c(OCc2nn[nH]n2)ccc2c3c(c(=O)oc12)CCCC3 | 1.8 | 9.8 | -17.1 | -2.8 | -0.8 | -1.4 | -15.4 | . | 0.1 | 16.5
CCOC(=O)c1c(/N=C/C2=C(O)CCCC2=O)sc2c1CCCC2 | 0.6 | -11.0 | -6.4 | 3.0 | 3.8 | 3.5 | -5.0 | i | 0.0 | 4.5
O=[N+]([O-])c1ccc(N/N=C/C=C/c2ccco2)cc1 | -11.0 | -31.4 | -227.5 | -1.1 | -11.4 | 9.3 | -30.5 | i | 0.3 | 23.3
Fc1ccc(CN2CCN(c3ncccn3)CC2)c(F)c1 | 1.9 | 0.8 | -16.7 | -1.9 | -1.9 | -1.4 | -2.0 | i | -0.1 | 27.8
O=C(c1ccc(Cl)c(S(=O)(=O)NCc2ccco2)c1)N1CCN(c2ccccc2F)CC1 | 1.0 | -0.9 | 1.2 | -5.7 | 0.3 | 0.6 | -6.7 | i | -0.1 | -1.4
CN(C)C(=O)NC(Nc1cccc([N+](=O)[O-])c1)C(Cl)(Cl)Cl (centres undefined) | -3.4 | -10.2 | -4.6 | -3.0 | -1.8 | -1.4 | -4.0 | i | 0.3 | 6.6
